Screening results from PubChem BioAssay.
Neddyl block = inhibitors of cullin neddylation, primary screen, biochemical, TR-FRET, uHTS, NAE and Ubc12; calls only at 25 µM; 360,000 tested, 0.58% active; NEDD8-conjugating enzyme Ubc12 (Homo sapiens) + NEDD8-activating enzyme E1 regulatory …; in the data active = inhibition above about 36%
CSN inh = inhibitors of CSN-mediated cullin deneddylation, primary screen, biochemical, fluorescence polarization, uHTS | COP9 signalosome complex subunit 5 (Homo sapiens), Q92905 | inhibition, % at 12.5 µM | Purified CSN, SCF-Nedd8-OG deneddylation | 360,000 tested, 0.38% active | AID 651999, 2013;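 active = pattern-corrected inhibition above about 35%, with an unprinted fluorescence ratio check between 0.5 and 1.5, limit read from the data, passing the limit was not always enough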;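 also: 0% = enzyme with substrate and 100% = substrate without enzyme; some results filed as inactive read as strong as hits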
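Assay system: purified human Csn5 enzyme expressed in HEK293T cells; measure: % inhibition; also added: SCFSkp2-Nedd8OG substrate at 10 nM final; technique: fluorescence polarization; times: reaction 90 min, room temperature; medium: Tris buffer pH 7.5, NaCl, DTT, Tween-20, trehalose, ovalbumin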
Rin1 Abl inh = inhibitors of Rin1-Abl protein binding, primary screen, biochemical, TR-FRET; Tyrosine-protein kinase ABL1 (Homo sapiens) + Ras and Rab interactor 1 (Homo sapiens), …; inhibition, % at 7.35 µM; 360,000 tested, 0.4% active; in the data active = inhibition above about 5%, passing the limit was not always enough
MLLE-PAM2 inh = inhibitors of PABP1 MLLE–PAM2 peptide binding, primary screen, biochemical, fluorescence polarization, FITC-PAM2, GST-MLLE | inhibition, % at 20 µM | Polyadenylate-binding protein 1 (Homo sapiens), P11940 | 360,000 tested, 0.36% active | AID 588489, 2011; in the data active = inhibition above about 35%, passing the limit was not always enough;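 also: plate controls were DMSO wells with GST-MLLE for no effect and wells lacking GST-MLLE protein for full effect; some results filed as inactive read as strong as hits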
NadD inh = inhibitors of S. aureus NadD, primary screen, biochemical, colorimetric, uHTS. purified NadD enzyme, colorimetric absorbance read-out. inhibition, % at 20 µM. 360,000 tested, 0.78% active. AID 602399, 2012; in the data active = inhibition above about 26%; also: some compounds past the cut are filed as inactive
SKN-1 block = suppressors of acrylamide-induced Pgst-4::GFP reporter in worms, primary screen, SKN-1 inhibitor project, whole organism, uHTS, GFP/RFP fluorescence ratio, strain VP596. inhibition, % at 21.8 µM. 360,000 tested, 0.49% active. C. elegans VP596 Pgst-4::GFP/RFP ratio, 24 h;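 active = interference check ratio from 0.5 to 1.5 plus GFP to RFP signal ratio inhibition reaching or exceeding a fixed threshold, cut at about 30% in these data, passing the limit was not always enough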; also: some compounds called inactive have numbers as strong as hits
Rpn11 block = Rpn11 (PSMD14) deubiquitinase inhibitors, primary screen, biochemical, fluorescence polarization, uHTS; 360,000 tested, 0.59% active; calls only at 20 µM; human 26S proteasome, Ub4-pepOG fluorescence polarization; 20S core pre-blocked with epoxomicin; AID 588493, 2011;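 active = inhibition at 20 µM, scaled to each plate's controls, above about 33%, limit read from the data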
FAS TE block = FAS thioesterase domain inhibitors, primary screen, biochemical, fluorescence intensity, uHTS. Fatty acid synthase (Homo sapiens), P49327. recombinant FAS-TE, OMFH fluorogenic substrate, fluorescence endpoint. inhibition, % at 15 µM. 360,000 tested, 0.67% active;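 active = compounds whose normalised, plate-corrected inhibition of enzyme fluorescence in the single-dose primary screen is 50% or more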;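 also: 0% = DMSO with enzyme and 100% = substrate without enzyme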
MT1-MMP act inh = blockers of MT1-MMP proenzyme processing, primary screen, HT1080 RFP-PRO-GFP cells, GFP/RFP fluorescence; Matrix metalloproteinase-14 (Homo sapiens), P50281; GFP/RFP ratio fluorescence, overnight; percent of plate control window, DMSO zero; GFP/RFP ratio change, % at 20 µM; 360,000 tested, 0.061% active;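 active = GFP/RFP ratio change of at least 30% with cell ATP level not reduced by more than half and red fluorescence within 50% of control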; also: strong numbers were not always called active
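Assay system – RFP-PRO-GFP reporter HT1080 cells · Compound dosing – single dose of 20 µM compound, 1% DMSO final · Incubation – overnight compound exposure at 37 °C · Measure – GFP/RFP fluorescence ratio · Benchmarks – DMSO wells and RFP-L50D-GFP cells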
Numbers without * were called inactive; i = inactive; x = not tested or not shown; + = active, no number; & = joins results of further samples.

SMILES | Neddyl block | CSN inh | Rin1 Abl inh | MLLE-PAM2 inh | NadD inh | SKN-1 block | Rpn11 block | FAS TE block | MT1-MMP act inh
Cc1c(OCC(=O)NCc2ccccn2)ccc2c(-c3ccccc3)cc(=O)oc12 | i | 1 | -3 | 7 | 5 | 17 | i | 11 | 0
Cc1ccccc1-c1nc(-c2ccc(NC(=O)c3ccc4c(c3)OCO4)cc2)no1 | i | 7 | -4 | 0 | 3 | 18 | i | 4 | 6
Cc1ccc(C2=NC(C)(C)NC2=O)cc1 | i | -6 | 3 | 0 | 5 | -7 | i | -3 | -1
Cc1ccc(NC(=O)Cn2cc3c(n2)CCC(C)C3)cc1 (stereo not drawn) | i | -2 | -4 | 4 | -2 | 14 | i | -1 | -2
CSc1nc2nccc(-c3ccc4c(c3)OCO4)n2n1 | + | -12 | -5 | -5 | 5 | 20 | i | 0 | -2
CCOC(=O)Cn1nc(C)c(NC(=O)COc2ccccc2)c1C | i | -4 | 2 | -3 | 3 | 7 | i | -6 | 0
COc1ccc(N2CC(C(=O)NNC(=O)c3ccc(Br)cc3)CC2=O)c(OC)c1 (stereo not drawn) | i | 2 | -1 | -17 | -7 | 4 | i | -5 | 2
CCOC(=O)c1nnc(-c2ccccc2)nc1Sc1c(Cl)cccc1Cl | i | 6 | -2 | 3 | -1 | -19 | i | 22 | -1
CCOc1ccc(NC(=O)CSc2n[nH]c(N)n2)c([N+](=O)[O-])c1 | i | 0 | 0 | -9 | -6 | 6 | i | -9 | 8
Cc1cc(C)c2oc(C(=O)NC3CCS(=O)(=O)C3)cc(=O)c2c1 (stereo not drawn) | i | 0 | -3 | -7 | -3 | 5 | i | -6 | -1
O=C(OCc1cccc(Cl)c1)c1cc([N+](=O)[O-])ccc1N1CCOCC1 | i | -3 | -3 | 12 | -11 | 2 | i | 59* | -5
CC12CCC(O)CC1=CCC1C2CCC2(C)c3[nH]ncc3CC12 (stereo not drawn) | i | -3 | 1 | -1 | 2 | 5 | i | -6 | 0
Cc1ccc(C(=O)Oc2ccccc2N2C(=O)C3CCC(C)CC3C2=O)cc1 (stereo not drawn) | i | -6 | -1 | -2 | 0 | -13 | i | 6 | -7
CCOC(=O)C(NC(=O)Nc1ccc(Cl)cn1)(Oc1ccccc1)C(F)(F)F (stereo not drawn) | i | -1 | 3 | 26 | -3 | 12 | i | -4 | -2
COc1ccc(CN2C(=O)C(CC(=O)NCCc3ccccn3)CC(C(=O)N3CCOCC3)=C2C)cc1 (stereo not drawn) | i | 7 | 7 | 10 | -7 | -15 | i | -13 | 2
CCOc1ccc(C(=O)Nc2cc(C)c3c(=O)oc4ccccc4c3n2)cc1 | i | 4 | 0 | -29 | 2 | 12 | i | -3 | 0
COC1C/C(=N\O)C2OC(c3ccccc3)OCC2O1 (stereo not drawn) | i | 2 | 4 | 2 | 3 | -4 | i | -8 | 2
Cc1cc(C)cc(NC(=O)NCc2ccccn2)c1 | i | 8 | -3 | 3 | -1 | -7 | i | -1 | 5
COC(=O)C1=C(C(=O)OC)[C@@H]2N(C)c3ccc(OC)cc3[C@@]23C[C@@H](C(=O)OC)N(S(=O)(=O)c2ccc([N+](=O)[O-])cc2)C3=N1 | i | 1 | 0 | 18 | 1 | 14 | i | 66* | -2
Cc1ccc(-c2csc(NC(=O)CSC3=NCCS3)n2)cc1 | i | 2 | -2 | 26 | 7 | 4 | i | -28 | 0
O=C(Nc1ccccc1C(F)(F)F)N1CCCC(O)C1 (stereo not drawn) | i | -1 | 0 | 1 | -3 | 8 | i | -4 | 0
O=C(NCC(c1cccnc1)N1CCOCC1)c1ccco1 (stereo not drawn) | i | 0 | 5 | 9 | -5 | 7 | i | -6 | 0
COc1cc2nc(CN(C)Cc3ccc(F)cc3)[nH]c(=O)c2cc1OC | i | 4 | 1 | 14 | 3 | -9 | i | -3 | -4
COc1cc(/C=N/NS(=O)(=O)c2ccc(C)c([N+](=O)[O-])c2)ccc1O | i | -2 | -4 | -2 | -2 | 3 | i | -3 | 3
O=C(O)CC(NC(=O)c1ccco1)c1ccco1 (stereo not drawn) | i | 1 | 2 | -5 | -4 | 1 | i | -2 | -4
CN(C)CCOC(=O)C1(c2ccccc2)CCOCC1 | i | 1&-1 | -1&-1 | 6&4 | -1&-7 | -13&5 | i | -1&-9 | 1&-2
Cc1ccc(-c2csc3nc(C)n(N)c(=O)c23)o1 | i | 2 | -1 | 7 | -1 | 9 | i | -4 | 1
CCCC(CCC)C(=O)Nc1cccc(-c2cn3c(n2)SCC3)c1 | i | -4 | -1 | -8 | 5 | 15 | i | 0 | 2
N#CC1=C(N)Oc2nc(-c3ccccc3)[nH]c2C1c1cccnc1 (stereo not drawn) | i | -2 | 0 | -1 | -5 | -23 | i | -8 | 1
Cc1ccc(-c2cc(C(=O)NC3=NCCS3)c3ccccc3n2)cc1C | i | -2 | -2 | -21 | 13 | 5 | i | -82 | -2
Cc1ccc(CN2C(=O)CN(S(C)(=O)=O)CC2(C)C(=O)NC(C)C)cc1 (stereo not drawn) | i | 1 | x | x | x | 19 | x | x | 3
Cc1ccc(NC(=O)CSC(C)c2nc3ccccc3c(=O)[nH]2)cc1 (stereo not drawn) | i | -4 | -3 | -17 | -6 | -3 | i | -6 | -1
CC(=O)Nc1ccc(S(=O)(=O)N2CCC(C(=O)NC3CCCC3)CC2)cc1 | i | 0 | 1 | -17 | 1 | 1 | i | -6 | 1
CCOc1ccc(N(Cc2cc3ccc(C)cc3[nH]c2=O)S(C)(=O)=O)cc1 | i | 4 | -3 | -5 | -1 | 17 | i | 1 | 4
O=C(COc1cccc2cccnc12)N/N=C1\SCC(=O)N1Cc1ccccc1 | i | -1 | -1 | -57 | -1 | -6 | i | -6 | 4
O=C(c1cccc(C(F)(F)F)c1)C1CCCN(C(=O)CCCN2CCCC2=O)C1 (stereo not drawn) | i | 5 | 0 | -1 | -3 | 4 | i | -10 | -2
CC(=O)Nc1ccc(SCC(=O)Nc2ccc3c(c2)OCCO3)cc1 | i | -2 | -1 | 30 | -2 | 20 | i | 1 | -2
CCOC(=O)Cc1csc(SC(C)C(=O)Nc2ccc(NC(C)=O)cc2)n1 (stereo not drawn) | i | -1 | -2 | 4 | -1 | -1 | i | -4 | -1
O=C(CCc1ccncc1)NC1CCCc2c1cnn2-c1ccc(F)cc1F (stereo not drawn) | i | 4 | 1 | 5 | -4 | 24 | i | -5 | -3
O=C(CSc1cc(Cl)ccc1Cl)NCCCn1ccnc1 | i | 7 | 2 | -8 | -7 | -1 | i | -7 | -3
C=CCn1c(SCC(=C)C)nc2c1c(=O)[nH]c(=O)n2C | i | 3 | -1 | 4 | 3 | 6 | i | -5 | 4
Cc1ccccc1NC(=O)CSc1nnc2ccc(-c3ccncc3)nn12 | i | 0 | -2 | -9 | -1 | 19 | i | -4 | -4
CC(C)NC(=O)CSc1nc2ccccc2n1CC(=O)N(C(C)C)C(C)C | i | 1 | 1 | 6 | -10 | -9 | i | -4 | 0
CC(=O)c1cccc(NC(=O)CCCN(C)S(=O)(=O)c2ccc(F)cc2)c1 | i | 2 | 0 | -10 | -5 | -6 | i | -2 | -4
COc1cccc(CNc2nc3cc(-c4ccccc4C)sc3c(=O)n2C)c1 | i | 1 | -5 | -7 | 6 | 21 | i | 22 | -6

Shown field by field: entries from further up
> O=C(COc1cccc2cccnc12)N/N=C1\SCC(=O)N1Cc1ccccc1
  Neddyl block = i
  CSN inh = -1
  Rin1 Abl inh = -1
  MLLE-PAM2 inh = -57
  NadD inh = -1
  SKN-1 block = -6
  Rpn11 block = i
  FAS TE block = -6
  MT1-MMP act inh = 4

> O=C(c1cccc(C(F)(F)F)c1)C1CCCN(C(=O)CCCN2CCCC2=O)C1 (stereo not drawn)
  Neddyl block = i
  CSN inh = 5
  Rin1 Abl inh = 0
  MLLE-PAM2 inh = -1
  NadD inh = -3
  SKN-1 block = 4
  Rpn11 block = i
  FAS TE block = -10
  MT1-MMP act inh = -2

> CC(=O)Nc1ccc(SCC(=O)Nc2ccc3c(c2)OCCO3)cc1
  Neddyl block = i
  CSN inh = -2
  Rin1 Abl inh = -1
  MLLE-PAM2 inh = 30
  NadD inh = -2
  SKN-1 block = 20
  Rpn11 block = i
  FAS TE block = 1
  MT1-MMP act inh = -2

> CCOC(=O)Cc1csc(SC(C)C(=O)Nc2ccc(NC(C)=O)cc2)n1 (stereo not drawn)
  Neddyl block = i
  CSN inh = -1
  Rin1 Abl inh = -2
  MLLE-PAM2 inh = 4
  NadD inh = -1
  SKN-1 block = -1
  Rpn11 block = i
  FAS TE block = -4
  MT1-MMP act inh = -1

Next section
SMILES | Neddyl block | CSN inh | Rin1 Abl inh | MLLE-PAM2 inh | NadD inh | SKN-1 block | Rpn11 block | FAS TE block | MT1-MMP act inh
Cc1cc(C(=O)C(=O)NC(C)C)c(C)n1-c1ccc([N+](=O)[O-])cc1 | i | -2 | -3 | 13 | 0 | 10 | i | -4 | -2
COc1ccc(OC)c(C(O)c2coc3ccc(O)c(CN4CCOCC4)c23)c1 (stereo not drawn) | i | -2 | -4 | -10 | 4 | 5 | i | -2 | -2
CCCN1CCN(CCCNC(=O)c2ccc(CS(=O)c3ccccc3C)o2)CC1 (stereo not drawn) | i | 0 | 1 | -1 | -8 | -10 | i | -8 | 1
CSCCC(NC(=O)c1cc(S(=O)(=O)N2CCOCC2)ccc1C)c1nc2ccccc2[nH]1 (stereo not drawn) | i | -1 | -1 | -12 | -1 | 8 | i | -7 | -2
O=C(O)CSc1ccnc2cc(Cl)ccc12 | i | -1 | -40 | -10 | -1 | 17 | i | -5 | 0
CC(=O)OCN(C#N)c1nc(N(C)C)nc(N(C)C)n1 | i | 1 | 1 | 0 | -2 | -2 | i | 0 | 2
COc1ccccc1C1=NOC(C)(c2nnc(Cc3ccccc3)o2)C1 (stereo not drawn) | i | 102 | 1 | -11 | -1 | -6 | i | -7 | 3
COCCn1c(C)cc(C(=O)COC(=O)c2n[nH]c3ccccc23)c1C | i | -2 | 0 | -4 | 3 | -3 | i | -5 | 3
CC1CCN(C(=O)c2cc3ccccc3o2)CC1 | i | 1 | -3 | -4 | -3 | 12 | i | 2 | 1
COc1ccc(OCC(=O)Nc2ccc(N3CCN(C(=O)c4ccco4)CC3)cc2)cc1 | i | 3 | 5 | 0 | 0 | 2 | i | -1 | 1
CC[C@@]12C(=O)N(c3cccc(F)c3)C(=O)N1[C@H](c1ccc(Cl)cc1)[C@@H]1C(=O)N(C3CCCCC3)C(=O)[C@@H]12 | i | 0 | 3 | 12 | 5 | 29 | i | 67* | 0
Cc1ccc(S(=O)(=O)Nc2c(C)cc(C)nc2Cl)cc1 | i | 0 | 3 | 3 | -2 | 5 | i | -8 | -4
COC(=O)CSc1nc2ccccc2nc1SCC(=O)OC | i | -1 | -4 | 27 | 3 | 14 | i | 12 | -3
COc1ccc(NC(=O)C23CCC(C)(C(=O)O2)C3(C)C)cc1 (stereo not drawn) | i | -5 | 0 | 3 | -2 | 6 | i | -5 | 2
